# Bioassay records as filed in PubChem.
# GAA glycogen = inhibitors or activators of human alpha-glucosidase glycogen cleavage; recombinant GAA, glycogen substrate, Amplex Red glucose oxidase fluorescence; 300,000 compounds, 0.38% hits; P10253; Potency, µM (top dose mostly 76.4 µM), for the others: at the top dose activity change, negative = inhibition, actives largely listed as inhibitors;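 note: 0% = full enzyme reaction and -100% = no-enzyme basal signal; the screen sought inhibitors and activators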
#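 Natural-substrate format: glycogen cleavage by 4 nM human enzyme, glucose read by Amplex Red coupling (Ex 573, Em 610 nm). Normalized to enzyme and no-enzyme controls.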
# aGal spleen mod = alpha-galactosidase A (human) modulation; human spleen homogenate, 4MU-alpha-Gal fluorescence, 40 min; 240,000 compounds, 0.008% hits; Potency, µM (titrated, usually from 80 µM), for inactives: at the highest dose activity change, negative = inhibition, usual class: inhibitors; P06280; AID 2107;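 note: 0% = enzyme with vehicle and -100% = no enzyme basal signal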
# Target sequence (P06280 32-429 limits assumed): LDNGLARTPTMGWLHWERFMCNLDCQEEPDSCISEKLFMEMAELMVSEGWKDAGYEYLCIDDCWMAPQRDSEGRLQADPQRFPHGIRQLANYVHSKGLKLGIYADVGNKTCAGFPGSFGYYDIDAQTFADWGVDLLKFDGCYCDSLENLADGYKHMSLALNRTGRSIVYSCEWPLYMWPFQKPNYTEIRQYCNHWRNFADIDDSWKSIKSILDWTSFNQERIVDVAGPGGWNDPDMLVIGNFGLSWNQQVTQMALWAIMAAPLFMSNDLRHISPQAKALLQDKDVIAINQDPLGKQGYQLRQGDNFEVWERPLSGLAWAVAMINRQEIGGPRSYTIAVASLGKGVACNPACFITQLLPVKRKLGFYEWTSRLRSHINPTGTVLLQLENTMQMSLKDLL
#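 qHTS titration in buffer at pH 5.0. Alpha-galactosidase activity in spleen homogenate was measured via 4-methylumbelliferone release from 1 mM fluorogenic substrate after 40 min at 37C and a pH 10 stop. AC50 came from Hill fits of control-normalized data.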
# HTT cytoprotect = cytoprotection in Huntington HTT-Q103 PC12 cell model | Potency, µM (highest dose often 56.4 µM), for inactives: cytoprotection (ATP increase), actives largely listed as activators | AID 1471 | PC12 HTT-Q103 induced, cytoprotection, ATP luminescence, 40 h | 230,000 compounds, 0.14% hits;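 note: % of control where 0% means no effect; nearly all actives have a fitted effect of over 45% in size; toxic huntingtin expression switched on by the ecdysone agonist tebufenozide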
#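 Cells were plated at 1500 per well in phenol red-free DMEM with 5% equine and 5% calf serum. Tebufenozide (100 nM final) and compounds were added, then ATPlite reagent, and luminescence was read.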
# Tau fluor counter = counter-screen for tau fibril formation inhibitors; Potency, µM (doses to about 57.7 µM), for inactives: top-dose activity change, negative = decrease; 280,000 compounds, 0.93% hits; tau K18 P301L Alexa594 fluorescence, heparin fibrillization; note: % is set by controls: 0 for no effect and ±100 for the full control effect; nearly all actives have a fitted effect of over 55% in size
#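 Human K18 P301L tau (15 uM unlabeled plus 0.24 uM Alexa 594-labeled, final) in 100 mM sodium acetate pH 7 was mixed with compound and 20 uM heparin and incubated 6 hr at 37 C.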
# Tau ThT inhib = blocks human tau fibril formation measured by thioflavin T | Potency, µM (doses to about 57.4 µM), for inactives: top-dose activity, negative = inhibition, most hits filed as inhibitors | recombinant tau K18 P301L, heparin-induced fibrillization, ThT fluorescence | AID 1460 | 270,000 compounds, 2.1% hits; note: % is set by controls: 0 for no effect and ±100 for the full control effect; nearly all actives have a fitted effect of over 55% in size
# Target sequence (P10636 561-689 P618L limits assumed): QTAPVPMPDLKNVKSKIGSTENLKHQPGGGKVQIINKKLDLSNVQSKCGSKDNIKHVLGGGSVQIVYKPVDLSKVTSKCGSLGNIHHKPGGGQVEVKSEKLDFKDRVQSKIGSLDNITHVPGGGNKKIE
#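 ThT emission at 510 nm, taken 1 hr after adding 30 uM dye, quantifies aggregates formed when 20 uM heparin acts on human tau K18 P301L for 6 hr at 37 C.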
# GAA inh = alpha-glucosidase (human) inhibition. P10253. purified human GAA, 4-MU-alpha-glucoside fluorescence. Potency, µM (highest dose often 76.9 µM), inactives show at the top dose activity change, negative = inhibition, most hits filed as inhibitors. 200,000 compounds, 0.005% hits;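 note: plate controls were uninhibited enzyme wells for no effect and no-enzyme background for full effect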
#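 Activity normalized between no-enzyme (basal) and enzyme-only wells. Conditions: 4 nM human enzyme, 400 uM fluorogenic substrate, citrate/phosphate pH 5.0 with Tween-20, 20 min room temperature, compounds up to 77 uM.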
# Tau fibril FP = tau fibrillization inhibition (FP); P10636; K18 P301L tau heparin fibrillization, Alexa594 FP, 6 h; Potency, µM (top dose mostly 57.7 µM), inactives show at the highest dose activity, negative = inhibition, hits mostly inhibitors; 280,000 compounds, 0.39% hits; AID 1468; note: % is set by controls: 0 for no effect and ±100 for the full control effect; nearly all actives have a fitted effect of over 55% in size
#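 Steps: dispense K18 P301L tau (15 uM plus 0.24 uM Alexa 594 tracer, final) in pH 7 sodium acetate; add compound; add heparin (20 uM final); incubate 6 hr, 37 C; add ThT (30 uM final); after 1 hr ambient, read FP.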
# GAA spleen mod = inhibits or activates alpha-glucosidase in human spleen homogenate; 240,000 compounds, 0.006% hits; human spleen homogenate, 4-MU-alpha-glucoside fluorescence; Potency, µM (doses to about 79.9 µM), for inactives: at the top dose activity change, negative = inhibition, usual class: inhibitors; AID 2112;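 note: 0% = enzyme with vehicle and -100% = no enzyme basal signal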
#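 Compounds were titrated against alpha-glucosidase in spleen homogenate at pH 5.0, with 1 mM 4-methylumbelliferyl substrate for 40 min at 37 C. Reactions were quenched with pH 10 NaOH/glycine and fluorescence measured.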
# * = called active by the depositor; ? = inconclusive; nt = not tested or not shown; & = joins results of further samples; [ ] = remark or other dose. Calls come from the whole dose curve; as a rule, active = well fitted curve in the direction sought with a large enough effect; inconclusive = small, poorly fitted or top-dose-only effect, or another doubt; inactive = no such curve, though single readings can be large; an effect the other way counts as inactive or inconclusive. Potency is the fitted concentration of half-maximal effect.
# Start of the data: the first 3 compounds (preview)
# Values run as follows: GAA glycogen, HTT cytoprotect, Tau ThT inhib, aGal spleen mod, Tau fibril FP, GAA inh, Tau fluor counter, GAA spleen mod
1) COc1ccc(-c2cccc(C3CC=CC4C3C(=O)N(Cc3ccccc3)C4c3ccc(C(F)(F)F)cc3)c2)cc1 (configuration not stated)
  5%, -45%[10 µM], 2%, 2%&8%, 0%, nt, 10%, -6%&4%
2) CC1(C)Cc2c(c(N3CCCC3)[nH]c(=S)c2C#N)CO1
  -7%, 18%, -2%, -2%, -2%, -6%, -4%, 6%
3) CC(=O)Nc1cccc(NC(=S)Nc2ccc(F)c(Cl)c2)c1
  -6%, 0%[10 µM], ?, 4%, -12%, nt, ?, 4%

# The listing, previewed entries included:
# Values run as follows: GAA glycogen, HTT cytoprotect, Tau ThT inhib, aGal spleen mod, Tau fibril FP, GAA inh, Tau fluor counter, GAA spleen mod
1) COc1ccc(-c2cccc(C3CC=CC4C3C(=O)N(Cc3ccccc3)C4c3ccc(C(F)(F)F)cc3)c2)cc1 (configuration not stated)
  5%, -45%[10 µM], 2%, 2%&8%, 0%, nt, 10%, -6%&4%
2) CC1(C)Cc2c(c(N3CCCC3)[nH]c(=S)c2C#N)CO1
  -7%, 18%, -2%, -2%, -2%, -6%, -4%, 6%
3) CC(=O)Nc1cccc(NC(=S)Nc2ccc(F)c(Cl)c2)c1
  -6%, 0%[10 µM], ?, 4%, -12%, nt, ?, 4%
4) CCOc1ccc(N(C)S(=O)(=O)c2ccc(C)c(C(=O)OCC(=O)c3c[nH]c4ccccc34)c2)cc1
  -13%, -81%[inhibitor], 3%, 3%, 8.9µM*, 1%, ?, -5%
5) CSCCCNC(=S)Nc1ccc(N2CCOCC2)cc1
  ?, 30%, -17%, 7%, 0%, 4%, -12%, 10%
6) COc1cccc(CNn2cn[nH]c2=S)c1OCc1ccccc1
  -27%, -5%[10 µM], -8%, -3%, 3%, ?, -2%, -12%
7) Cc1cc(C)c2[nH]c(=O)c(C(c3nnnn3Cc3ccc4c(c3)OCO4)N3CCCCC3)cc2c1 (configuration not stated)
  1%, 13%, -7%, 2%, 0%, 2%, 0%, -8%
8) N#C/C(C(=O)Oc1ccccc1)=C1\C=CC=CN1
  -3%, 3%[10 µM], 3%, 7%, 1%, -5%, 1%, 3%
9) CCC(=O)Oc1ccc(-c2cnc3ccccc3n2)cc1
  5%, -28%, ?, 5%, -1%, -14%, -15%, -3%
10) Fc1ccc(NC(=S)Nc2ccccc2Cl)cc1
  -2%, ?, -13%, 2%, 3%, -4%, -8%, -12%
11) Cc1cc(C(=O)CSc2cccc[n+]2[O-])c(C)n1-c1ccc(OC(F)F)cc1
  8%, 17%[10 µM], -16%, -1%, -3%, nt, -15%, -3%
12) CCOc1ccc(-c2nc(N)nc(C)c2-c2ccc(OC)c(OC)c2)c(O)c1
  11%, -19%, -9%, -4%, -3%, -7%, -14%, -1%
13) CCC(=O)Nc1c(S(=O)(=O)c2ccccc2)c2nc3ccccc3nc2n1C(C)c1ccccc1 (configuration not stated)
  2%, nt, -7%, ?, 4%, ?, -22%, 29%
14) Clc1nc2nc3n(c2nc1Cl)CCC3
  3%, -3%[10 µM], nt, 6%, 7%, nt, -6%, -1%
15) C/C(=N\NC(=O)C(=O)Nc1c(C)n(C)n(-c2ccccc2)c1=O)c1ccc(Cl)s1
  7%, 13%[10 µM], -6%, -12%, 5%, nt, 2%, 1%
16) Clc1ccccc1Cc1noc(CN2CCCCC2CCc2ccccn2)n1 (configuration not stated)
  -21%, 0%[10 µM], -17%, -1%, -1%, ?, -10%, -3%
17) COC(=O)C1=CN(Cc2cccs2)C=C(C(=O)OC)C1c1ccc(OC)cc1OC
  4%, -8%[10 µM], -2%, ?, -8%, ?, -10%, 1%
18) COc1ccc(C(=O)Nc2ccc3nc4c(c(Nc5ccc(OC)c(OC)c5)c3c2)CCCC4)c(OC)c1
  -6%[76.3 µM], nt, ?, nt, 0%, nt, -20%, nt
19) O=C1CN(C(=O)COC(=O)c2ccc[n+]([O-])c2)c2ccccc2N1
  3%, 23%[10 µM], 0%, -1%, 0%, -2%, 1%, 1%
20) CCOC(=O)c1ccc(NC(=O)CN(c2ccc(C)cc2)S(=O)(=O)c2ccc(OC)cc2)cc1
  1%[76.3 µM], nt, 7%, nt, ?, nt, -29%, nt
21) CCc1ccc2oc(=O)cc(CN3CCC(C)CC3)c2c1
  2%, 3%, -14%, 4%, 3%, ?, -6%, -6%
22) CC(C)COc1ccc(CNC(=S)N/N=C/c2ccc([N+](=O)[O-])cc2)cc1
  4%, -27%, ?, 5%, -8%, -8%, ?, 6%
23) CCCCn1nc2cc(C(=O)NC[C@@H]3CCCO3)ccc2c1OCC
  5%, -13%, 2%, -7%, -5%, -2%, -3%, 0%
24) CCOc1ccc(N(CC)C(=O)C2CCN(S(=O)(=O)c3cccc4nonc34)CC2)cc1
  8%[76.3 µM], nt, ?, nt, -4%, nt, -17%, nt
25) CC1CCc2cc(F)ccc2N1C(=O)CSc1nnc2c(n1)[nH]c1ccccc12 (configuration not stated)
  9%, nt, -17%, 5%, ?, -2%, -29%, -9%
26) COC(=O)c1ccc(Cn2cnc3c(cnn3-c3ccc(F)cc3)c2=O)o1
  -1%, 1%, -4%, 6%, -1%, -3%, -3%, 5%
27) COc1ccc(-c2[nH]c(-c3ccc(F)cc3)nc2SCC(=O)Nc2ccc(OC)c(OC)c2)cc1
  -3%[76.3 µM], nt, ?, nt, 14%, nt, 14µM*[quencher], nt
28) Cc1cccc(N2CCN(S(=O)(=O)c3c(C)[nH]c(=O)[nH]c3=O)CC2)c1C
  12%, -1%, 2%&-10%, 1%, 3%&10%, -2%, 0%&-7%, -3%
29) Cc1nnc(NC(=O)CSc2cn(Cc3ccccc3)c3ccccc23)s1
  -6%, -13%, -13%, 1%, -2%, ?, -17%, -2%
30) S=c1[nH]ncn1/N=C/c1ccc(N2CCOCC2)cc1
  -24%, -94%[inhibitor], ?, 2%, -5%, -4%, -11%, 0%
31) COCC(=O)Nc1ccc(Br)cc1C
  13%, nt, -4%, 0%, -7%, 0%, -3%, 3%
32) O=C(c1ccco1)N1CCN(C(=O)c2ccccc2Oc2ccccc2)CC1
  3%, -2%, 10%, 2%, 6%, -1%, 2%, -5%
33) CC(=O)Nc1ccc(NC(=O)CCCc2nc(-c3ccc(C(C)(C)C)cc3)no2)cc1
  13%[76.3 µM], nt, ?, nt, -5%, nt, -28%, nt
34) Cc1cc(C)c(OCCCCN(C)C)c(Br)c1
  9%, -28%, 1%, 1%, -1%, 3%, -1%, -3%
35) COc1ccc(OC)c2c(=S)c3ccccc3[nH]c12
  nt, -7%, 4µM*, 5%, 7.9µM*, nt, 11µM*[quencher], 16%
36) CCOC(=O)C1CCN(S(=O)(=O)c2cn(C)c(=O)n(C)c2=O)CC1
  2%, -12%[10 µM], 6%, -4%, 0%, ?, 11%, -2%
37) CN1CCN(C(CNS(=O)(=O)c2cccs2)c2cccnc2)CC1 (configuration not stated)
  1%, 15%[10 µM], -3%, 1%, 3%, nt, 4%, -1%
38) COc1ccc(NC(=O)CSc2ncn(-c3ccccc3)n2)cc1Cl
  1%, -24%[0.074 µM], -10%, 10%, -2%, -1%, -16%, -2%
39) O=C(OCCN1C(=O)c2ccccc2C1=O)c1cc(S(=O)(=O)N2CCOCC2)ccc1F
  -21%, -12%, 0%, 4%, -5%, -1%, -7%, 1%
40) CO[C@H]1COC(=O)C/C=C\[C@H](C)[C@H](OC)COC(=O)[C@@H](C)COC(=O)C/C=C\[C@@H]1C
  nt, ?, -1%&-5%[11.5 µM], 7%&4%[17.5 µM], 0%&-1%[11.6 µM], nt, -1%&-3%[11.6 µM], 4%&2%[17.4 µM]
41) COc1ccccc1NC(=O)CSc1nnc(Cc2cccn2C)n1-c1ccc(F)cc1
  4%, 1%, ?, 11%, -8%, -11%, -8%, 8%
42) O=C(COC(=O)c1ccc(S(=O)(=O)N2CCCC2)cc1)NCc1cccs1
  -5%, -14%, -10%, 3%, -5%, ?, -14%, 3%
43) O=c1cc2ncc(-n3cc([N+](=O)[O-])cn3)cn2[nH]1
  -15%, -11%, ?, 0%, -2%, -18%, -7%, 1%
44) COc1ccccc1-c1cc2nc(C)c(CCC(=O)NCc3ccco3)c(C)n2n1
  0%, 4%[10 µM], -14%, -3%, -10%, -4%, -7%, 0%
45) O=C(CSc1nnc(-c2cccs2)o1)NCc1ccco1
  5%, -16%, 0%, 4%, 5%, 7%, -1%, 3%
46) CC(O)[C@H]1CN=C(N)N1CCCCC1CCCCC1 (some centres not stated)
  8%, -10%[10 µM], 0%, 0%, 0%, nt, 1%, -3%
47) COc1ccccc1-c1noc(CSc2nc(C)cc(=O)[nH]2)n1
  3%, 0%[10 µM], -8%, 6%, -7%, 2%, -11%, -2%
48) COc1ccc(CCN2C(=O)N(c3cccc(C)c3)C(=O)C2CC(=O)Nc2ccccc2)cc1OC (configuration not stated)
  7%[76.3 µM], nt, 6%, nt, 1%, nt, -25%, nt
49) CCC(C)(C)NC(=O)C(c1cccc(OC)c1OC)N(CCC(C)C)C(=O)CCC(=O)Nc1cc(C)on1 (configuration not stated)
  4%, -21%[10 µM], -8%, -3%, 5%, 0%, -1%, -6%
50) O=C1CCCN1CCCNS(=O)(=O)c1ccc(Cl)c(C(=O)N2CCOCC2)c1
  6%, -2%, -6%, 7%, -1%, 0%, -1%, 1%
51) COC(=O)CN1C(=O)C2(C(C#N)=C(N)Oc3n[nH]c(-c4cccs4)c32)c2ccccc21 (configuration not stated)
  2%, 1%, -8%, 3%, -9%, -7%, -6%, 7%
52) COc1ccc(CN(C(=O)c2cccs2)c2ccccc2)cc1
  5%, 3%[10 µM], -14%, 4%, 7%, -2%, -14%, 3%
53) COc1cc(C2C(C(C)=O)=C(O)C(=O)N2CCN2CCOCC2)ccc1O (configuration not stated)
  10%, 0%[10 µM], -13%, 4%, -8%, -1%, -9%, -4%
54) CCn1c(SCC(=O)Nc2ccccc2OC)nnc1-c1cnccn1
  -14%, 6%, -5%, -3%, 1%, -5%, -1%, -13%
55) COc1ccc(S(=O)(=O)N2CCC(C(=O)Nc3nnc(CCN4CCCCC4)s3)CC2)cc1
  2%, -4%[10 µM], -2%, 3%, -4%, -5%, -4%, -1%
56) CCOc1ccc(/C=N/OC(C)C(=O)NCc2ccc3c(c2)OCO3)cc1 (configuration not stated)
  -6%, -5%[10 µM], -5%, 2%, 4%, -4%, -5%, 3%
